Source: PubChem (several laboratories)
HDAC3 inh: human HDAC3 inhibition; actives 0.15% (n = 320,000); recombinant HDAC3, fluorogenic peptide/trypsin coupled, fluorescence; inhibition, % at 8.3 µM; O15379; in the data active = inhibition above about 26%, passing the limit was not always enough; inconclusive = no clear call, values can overlap the other calls
Target sequence (O15379 whole entry, looked up): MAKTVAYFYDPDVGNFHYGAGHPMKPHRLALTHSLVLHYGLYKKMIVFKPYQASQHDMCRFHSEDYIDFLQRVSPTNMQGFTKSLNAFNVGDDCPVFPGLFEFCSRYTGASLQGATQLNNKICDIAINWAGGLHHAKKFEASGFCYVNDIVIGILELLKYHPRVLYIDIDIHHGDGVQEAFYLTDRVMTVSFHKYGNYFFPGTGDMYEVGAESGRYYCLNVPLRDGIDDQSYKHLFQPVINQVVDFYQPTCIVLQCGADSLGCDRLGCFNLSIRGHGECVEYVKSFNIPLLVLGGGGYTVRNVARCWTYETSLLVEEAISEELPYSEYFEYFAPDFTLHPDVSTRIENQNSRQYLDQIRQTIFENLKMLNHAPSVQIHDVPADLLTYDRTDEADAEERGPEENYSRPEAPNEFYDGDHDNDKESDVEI
TMEM16A act: activators or potentiators of mouse TMEM16A chloride channel; HEK293 TMEM16A/YFP-H148Q/I152L, iodide quench fluorescence; hits give low values; B-score at 10 µM; actives 0.3% (n = 340,000); AID 623877;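 active = fluorescence-ratio B-score plate-corrected deviation score at least 3 library SD below zero, with starting fluorescence score within 5 deviations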;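 also: channel opened by trigger with iodide after compound preincubation; score built on the fluorescence ratio of max minus min over baseline; more negative score means more quench and so TMEM16A activation or potentiation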
RGS4 act: RGS4 potentiation or activation; HEK293 M3R/inducible RGS4, carbachol calcium flux Fluo4; hits give low values; B-score at 10 µM; actives 0.92% (n = 310,000); AID 463111;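 active = B-score of the integrated calcium signal more than 4 SD below the library mean, with starting fluorescence not abnormally high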;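 also: negative B-score means reduced calcium response which marks RGS4 activation or potentiation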
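test system = M3R-expressing HEK293 line, RGS4 induced by doxycycline | probe or stimulus = carbachol at ECmax as muscarinic agonist stimulus | timing = dye loading 30 min 37 °C, buffer rest 30 min RT | signal = calcium dye Fluo4 fluorescence | evaluation = B score from integrated fluorescence ratio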
MrgX1 antagonist: antagonists of human MrgX1 receptor; MRGX1-HEK293 calcium flux, Fluo-4, BAM8-22 antagonism; hits give low values; B-score at 10 µM; actives 1.3% (n = 310,000);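 active = calcium-response B-score plate-corrected more than 3 library SD below zero, starting fluorescence within 5 deviations, no agonist response on first addition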;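 also: peak minus trough fluorescence over baseline after final BAM8-22 challenge near maximal dose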
Target sequence (Q96LB2 whole entry, looked up): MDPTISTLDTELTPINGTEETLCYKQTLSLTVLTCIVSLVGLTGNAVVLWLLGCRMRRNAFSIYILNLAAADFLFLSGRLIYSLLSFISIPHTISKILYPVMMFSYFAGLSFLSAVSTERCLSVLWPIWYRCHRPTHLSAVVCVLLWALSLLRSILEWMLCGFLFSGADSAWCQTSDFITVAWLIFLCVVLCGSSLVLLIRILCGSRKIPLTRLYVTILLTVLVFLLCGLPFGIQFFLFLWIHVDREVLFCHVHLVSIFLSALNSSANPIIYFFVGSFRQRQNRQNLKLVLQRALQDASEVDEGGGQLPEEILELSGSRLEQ
MrgX1 PAM: allosterically activates human MrgX1 receptor signaling; MrgX1-HEK293, Fluo-4 calcium flux, FDSS; hits give high values; B-score at 10 µM; actives 0.63% (n = 310,000);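 active = plate-corrected calcium response at least 3 library SD above typical, normal starting fluorescence, not activating the receptor alone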;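 also: compound read alongside a low EC10 to EC30 dose of BAM8-22 agonist; peak minus trough fluorescence over baseline measured at the second addition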
RGS4 block: human RGS4 inhibition. P49798. HEK293 M3R/RGS4 inducible, Fluo-4 calcium flux; hits give high values; triggered by carbachol at its EC20. B-score at 10 µM. actives 0.45% (n = 310,000). AID 463165;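 active = B-score, a plate-corrected calcium signal, over three deviations above library mean, with baseline fluorescence within five deviations of library mean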;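 also: RGS4 expression induced by doxycycline in cells with stable M3 receptor; B-score is computed from the integrated fluorescence ratio over baseline after carbachol; higher B-score means a larger calcium signal and so more RGS4 inhibition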
Target sequence (P49798 whole entry, looked up): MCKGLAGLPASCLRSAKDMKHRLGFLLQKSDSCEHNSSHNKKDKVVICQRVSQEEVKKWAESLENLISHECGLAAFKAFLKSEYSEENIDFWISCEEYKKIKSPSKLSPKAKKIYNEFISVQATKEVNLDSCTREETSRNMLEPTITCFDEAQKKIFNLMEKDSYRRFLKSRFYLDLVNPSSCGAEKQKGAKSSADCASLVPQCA
TRPC6 inhibitor: blocks the mouse TRPC6 cation channel; Q61143; HEK293-TRPC6, membrane potential dye, ACh-evoked depolarization; hits give low values; B-score at 10 µM; actives 1.1% (n = 310,000);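 active = B-score under library mean minus 3 SD, initial fluorescence not abnormally high, positive integrated signal ratio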;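 also: B-score derived from integrated fluorescence ratio over the kinetic read; more negative B-score means stronger inhibition of depolarization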
MrgX1 agonist: activates human MrgX1 receptor signaling; Q96LB2; MrgX1-HEK293 cells, Fluo-4 calcium fluorescence, agonist mode; hits give high values; B-score at 10 µM; actives 0.44% (n = 310,000);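 active = calcium response B-score plate-corrected fluorescence ratio at least 3 library SD, with starting fluorescence B-score inside 5 SD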
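Material: MrgX1-expressing HEK293 cells; input: 15,000 cells per well; doses: test compound given as first of three sequential additions; schedule: overnight plating before 1 h dye loading; technique: Fluo-4 NW calcium-flux fluorescence, kinetic read; evaluation: baseline-normalised fluorescence change ratio, B-scored; control set: plate-wise positive and negative controls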
ANO1 block: inhibitors of mouse TMEM16A calcium-activated chloride channel | Q8BHY3 | HEK293 TMEM16A/YFP iodide influx fluorescence, ionomycin | normalized B-score (activity score, 25-100; higher = stronger inhibition) at 10 µM | actives 1.2% (n = 310,000);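 active = ratio plate-corrected score three or more library SD toward inhibition, starting fluorescence score within five deviations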;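 also: score derived from kinetic fluorescence span divided by baseline fluorescence per well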
SKKanGAS inh: inhibitors of SKKanGAS S. pyogenes growth in kanamycin (SK-promoter or general growth effect); BacTiter-Glo, 6 h; inhibition, % at 7.5 µM; actives 1.3% (n = 300,000); AID 1662;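 active = mean replicate score, as percent of positive control median, at least 50; inconclusive = mean below 50 but one replicate at or above 50; inactive = mean and every replicate below 50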;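 also: strain carries kanamycin resistance gene driven by streptokinase promoter and grows in 40 µg/ml kanamycin; loss of luminescence reflects streptokinase promoter inhibition or plain growth inhibition; 0% = median of DMSO wells and 100% = positive control at its reference dose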
TRPC6 act: activators of mouse TRPC6 channel. AID 2550. HEK293-TRPC6 membrane potential dye fluorescence; hits give high values. actives 0.13% (n = 310,000). B-score at 10 µM;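 active = B-score of the integrated fluorescence ratio above library mean plus 3 SD, and starting fluorescence ratio within library mean plus 5 SD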;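 also: higher score means more depolarization so channel activation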
* hit, by the source's call; i = inactive; ? = inconclusive; . = not tested or not shown.

SMILES	HDAC3 inh	TMEM16A act	RGS4 act	MrgX1 antagonist	MrgX1 PAM	RGS4 block	TRPC6 inhibitor	MrgX1 agonist	ANO1 block	SKKanGAS inh	TRPC6 act
CC1CC(C)CN(CCCSc2ccccc2)C1 (centres undefined)	-2.1	i	i	i	i	i	i	i	i	4.9	i
CC(=O)c1cc(NC(=O)c2ccc([N+](=O)[O-])cc2)c(=O)oc1C	-6.7	i	i	i	i	i	i	i	i	-2.8	i
CC(C)(C)C(=O)C1=C(O)C(=O)N(Cc2ccccc2)C1c1ccccc1Cl (centres undefined)	-6.8	i	i	i	i	i	i	i	i	16.3	i
Cc1ccc(Nc2nc(NCc3ccco3)c3ccccc3n2)cc1	-0.1	i	i	i	i	i	i	i	i	8.3	i
O=C(COC(=O)c1cc(S(=O)(=O)N2CCOCC2)ccc1Cl)Nc1ccc2c(c1)OCO2	-1.5	i	i	i	i	i	i	i	i	-5.7	i
O=C(Cc1ccccc1)NC(=S)Nc1ccc2oc(-c3ccccc3F)nc2c1	-2.1	i	i	i	i	i	i	i	i	0.4	i
Cc1ccccc1OCC(=O)OCC(=O)Nc1cc(S(C)(=O)=O)ccc1Cl	-2.1	i	i	i	i	i	i	i	i	8.1	i
Cc1ccccc1Cn1cnc2c(oc3ccccc32)c1=O	-9.8	i	i	i	i	i	i	i	i	1.5	i
CCCc1cc(=O)oc2c(CN3CCN(C)CC3)c(O)ccc12	-250.9	i	i	i	i	i	i	i	i	7.1	i
CC(C)(C)CC(=O)NC(=S)NCc1ccco1	5.0	i	i	i	i	i	i	i	i	-1.9	i
Cc1ccc(S(=O)(=O)NC(C(=O)Oc2cc3oc(=O)cc(C)c3cc2Cl)C(C)C)cc1 (centres undefined)	-7.4	i	i	i	i	i	i	i	i	9.2	i
Cc1ccc(OCc2nnc(SCC(=O)Nc3cc(C)on3)n2C)cc1	-7.2	i	i	i	i	i	i	i	i	5.2	i
CCCc1cc(=O)n2[nH]c(C)nc2n1	-2.3	i	i	i	i	i	i	i	i	9.6	i
OCCNc1nc(-c2ccccc2)nc2c1oc1ccccc12	3.3	i	i	i	i	i	i	i	i	-6.3	i
CSc1ccccc1C(=O)Nc1cccc(N(C)S(C)(=O)=O)c1	0.9	i	i	i	i	i	i	i	i	-5.9	i
CCCN(C(=O)COC(=O)c1cc(CC)c(C)s1)c1c(N)n(Cc2ccccc2)c(=O)[nH]c1=O	4.5	i	i	i	i	i	i	i	i	-0.9	i
O=C(NCc1cccs1)c1ccc(CS(=O)Cc2ccccc2Cl)o1 (centres undefined)	-4.9	i	i	i	i	i	i	i	i	-1.0	i
CCCn1ncc(CN2CCC(n3nccc3NC(=O)CCc3ccccc3)CC2)c1C	4.3	i	i	i	i	i	i	i	i	-1.4	i
C=CCOc1c(Cl)cc(C2NC(=O)NC(C)=C2C(=O)OC)cc1Cl (centres undefined)	-8.7	i	i	i	i	i	i	i	i	-7.0	i
COc1ccc(-c2nnc(SCC(=O)NCCc3ccccc3)o2)cc1	-10.8	i	i	i	i	i	i	i	i	-4.8	i
Nc1c(Cl)ncnc1NCc1ccccc1	2.3	i	i	i	i	i	i	i	i	1.0	i
CCOC(=O)c1c(NC(=O)c2ccoc2C)sc(C(=O)N(C)C)c1C	-7.0	i	i	i	i	i	i	i	i	1.2	i
Cc1ccc(S(=O)(=O)N2CCC(C(=O)NCCC3=CCCCC3)CC2)cc1C	4.3	i	i	i	i	i	i	i	i	-11.8	i
CS(=O)(=O)c1ncc(Cl)c(C(=O)Nc2ccc(OC(F)F)cc2)n1	1.7	i	i	-4.93*	i	i	i	i	i	-23.7	i
O=C(CCc1ccccc1)NNc1ccc(F)cc1	-1.2	i	i	i	i	i	i	i	i	6.9	i
O=C(O)c1ccc(-n2c(-c3cc(C4CC4)[nH]n3)n[nH]c2=S)cc1	?	i	i	i	i	i	i	i	i	-6.3	i
Cc1sc2nc(CN3CCC(C)CC3)nc(Cl)c2c1C	-6.3	.	i	i	i	i	i	i	i	-2.0	i
CN/C(=C/[N+](=O)[O-])NCCSCc1csc(CN(C)C)n1	3.0	i	.	i	i	.	.	i	i	.	.
COC(=O)C1=C(C)OC(N)=C(C#N)C1c1ccccc1F (centres undefined)	1.5	i	i	i	i	i	i	27.1*	i	4.5	i
Cc1ccc(S(=O)(=O)N2CCN(C(=O)CC(C)n3nc(C)c(Cl)c3C)CC2)cc1C (centres undefined)	2.7	i	i	i	i	i	i	i	i	-6.7	i
CN(C1CCS(=O)(=O)C1)S(=O)(=O)c1cccs1 (centres undefined)	-5.3	i	i	i	i	i	i	i	i	-3.1	i
CCN(CC)C(=O)Oc1cc(=O)n2c3c(cccc13)CCC2	.	i	i	i	i	i	i	i	i	0.7	i
CCOC(=O)Nc1ccc2c(c1)OCO2	-2.0	i	i	i	i	i	-5.62*	i	i	5.7	i
CCOC(=O)C(=O)Nc1cccc(C(=O)OCC)c1	2.8	i	i	i	i	i	i	i	i	-1.7	i
Cc1ccc(C2OC(=O)c3ccccc32)cc1 (centres undefined)	-1.2	i	i	i	i	i	i	i	i	-1.6	i
Cc1cc(NC(=O)c2ccccc2)nc2c1c(=O)oc1ccccc12	2.5	i	i	i	i	i	i	i	i	-1.3	i
Cc1ccc(NC(=O)CN2CCN(c3ccccn3)CC2)c(Cl)c1	0.1	i	i	i	i	i	i	i	i	3.3	i
COCCNC(=O)c1ccccc1NC(=O)COc1ccccc1	-1.8	i	i	i	i	i	i	i	i	-0.5	i
CCN(CC)S(=O)(=O)N1CCC(C(=O)NCCC2=CCCCC2)CC1	-12.6	i	i	i	i	i	i	i	i	-9.0	i
Nc1ncc(Br)cc1S(=O)(=O)NC1CCCCC1	3.9	i	i	i	i	i	i	i	i	-0.7	i
CC(=O)c1ccc(OCc2cc(C(=O)N(C)C(C)c3ccon3)no2)cc1 (centres undefined)	5.3	i	i	i	i	i	i	i	i	6.0	i
COCCNC(=S)N(Cc1cccnc1)Cc1ccc(OC)c(OC)c1	-3.7	i	i	i	i	i	i	i	i	-4.6	i
COCCCNC(=O)c1ccc(Cn2c(=O)[nH]c3ccccc3c2=O)cc1	0.1	i	.	i	i	.	.	i	i	.	.
CC(=O)Nc1ccc(S(=O)(=O)N2CCCC2C(=O)Nc2ccc3c(c2)OCCO3)cc1 (centres undefined)	3.8	i	i	i	i	i	i	i	i	-0.6	i
COc1cccc(/C=C2\C(=O)C(=O)c3ccccc32)c1	0.0	i	i	i	i	10.8*	i	30.1*	i	7.0	i
Cn1c(=O)c2c(nc(CN3CCc4ccccc4C3)n2CC(=O)c2ccccc2)n(C)c1=O	-0.4	i	i	i	i	i	i	i	i	-5.5	i
O=C(NCC(c1ccco1)N1CCN(c2ccc(F)cc2)CC1)c1cccs1 (centres undefined)	-7.7	i	i	i	i	i	i	i	i	20.7	i
COC(=O)c1cc(S(=O)(=O)NCC(C)c2ccccc2)cn1C (centres undefined)	0.2	i	i	i	i	i	i	i	i	-4.5	i
O=C(CSCc1c(F)cccc1Cl)Nc1ccccc1C(=O)N1CCOCC1	-4.2	i	i	i	i	i	i	i	i	-6.2	i
O=S1(=O)CCN2N=C(C34CC5CC(CC(C5)C3)C4)SC2=N1	0.8	i	i	i	i	i	i	i	i	-4.2	i

The list goes on.
SMILES	HDAC3 inh	TMEM16A act	RGS4 act	MrgX1 antagonist	MrgX1 PAM	RGS4 block	TRPC6 inhibitor	MrgX1 agonist	ANO1 block	SKKanGAS inh	TRPC6 act
Cn1cnc(S(=O)(=O)NC2CCN(Cc3ccccc3)CC2)c1	-2.1	i	i	i	i	i	i	i	i	-5.3	i
CC(C)c1cc(-c2cc(C(=O)Nc3ccccc3)on2)nc(NC2CCCC2)n1	12.3	i	i	i	i	i	i	i	i	17.5	i
Cc1ccc(C(=O)NCCn2cc(SCC(=O)Nc3cc(C)on3)c3ccccc32)cc1	1.3	i	i	i	i	i	i	i	i	-3.7	i
CCOCC(=O)Nc1ncc(S(=O)(=O)c2ccc([N+](=O)[O-])cc2)s1	4.5	i	i	i	i	i	i	i	i	-0.3	i
NS(=O)(=O)c1ccc(CCNC(=O)CSc2ccc(Cl)cc2)cc1	0.5	i	i	i	i	i	i	i	i	-6.1	i
COc1ccc(S(=O)(=O)N2CCCC2CNC(=O)C(=O)Nc2ccc(C)cc2)cc1 (centres undefined)	6.8	i	i	i	i	i	i	i	i	-2.7	i
Cc1ccc(CCC(=O)Nc2ccc(N(C)C)cc2)o1	-4.8	i	i	i	i	i	i	i	i	4.7	i
CCNC(=O)c1ccc(OCC(=O)Nc2ccc(F)cc2)c(OC)c1	.	i	i	i	i	i	i	i	i	8.5	i
Cc1cccc(NC(=S)N2CCCCC2)c1	-2.8	i	i	i	i	i	i	i	i	-1.1	i
Cc1noc(COc2ccccc2OCC(N)=O)c1Cl	-1.7	i	i	i	i	i	i	i	i	-0.3	i
CC(C)(CCl)C(=O)Nc1ccc(C(F)(F)F)cc1	6.0	i	i	i	i	i	i	i	i	0.4	i
c1ccc(CCCN2CCOCC2)cc1	-4.6	i	i	i	i	i	i	i	i	0.9	i
CCOC(=O)c1sc(NC(=O)CN2C(=O)NC3(CC(C)CC(C)(C)C3)C2=O)cc1C (centres undefined)	.	i	i	i	i	i	i	i	i	24.8	i
CCOc1ccc(N(CC(=O)N2CCCCCC2)S(C)(=O)=O)cc1	2.6	i	i	i	i	i	i	i	i	-3.8	i
O=C(CSc1nc2sc3c(c2c(=O)n1-c1ccccc1)CCCC3)N/N=C/c1ccccc1C(=O)O	14.7	i	i	i	i	i	i	i	i	16.0	i
COc1ccccc1-n1c(SCC(=O)Nc2ccc(Br)cc2)nc(O)cc1=O	0.7	i	i	i	i	i	i	i	i	64.2*	i
CCCc1ncc(C(O)c2ccc(OC)cc2)n1C (centres undefined)	3.6	i	i	i	i	i	i	i	i	-2.3	i
CC(C)(C)NC(=O)c1nn(Cc2ccccc2)c(=O)c2ccccc12	-5.8	i	i	i	i	i	i	i	i	1.8	i
O=C(CN1CCN(c2ccccn2)CC1)Nc1ccc(Br)cc1	-1.1	i	i	i	i	i	i	i	i	-3.6	i
